# Screens (PubChem BioAssay)
# Cav3 T inh: human Cav3.2 channel inhibition, primary screen; O95180; Cav3.2-expressing cells, Fluo-4 calcium fluorescence FDSS; hits give low values; B-score at 10 µM; 4% of 100,000 active;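 active = single-dose well whose peak fluorescence ratio is a statistical outlier from its plate by either plate-standardised score or position-corrected B-score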
# Target sequence (O95180 whole entry, looked up): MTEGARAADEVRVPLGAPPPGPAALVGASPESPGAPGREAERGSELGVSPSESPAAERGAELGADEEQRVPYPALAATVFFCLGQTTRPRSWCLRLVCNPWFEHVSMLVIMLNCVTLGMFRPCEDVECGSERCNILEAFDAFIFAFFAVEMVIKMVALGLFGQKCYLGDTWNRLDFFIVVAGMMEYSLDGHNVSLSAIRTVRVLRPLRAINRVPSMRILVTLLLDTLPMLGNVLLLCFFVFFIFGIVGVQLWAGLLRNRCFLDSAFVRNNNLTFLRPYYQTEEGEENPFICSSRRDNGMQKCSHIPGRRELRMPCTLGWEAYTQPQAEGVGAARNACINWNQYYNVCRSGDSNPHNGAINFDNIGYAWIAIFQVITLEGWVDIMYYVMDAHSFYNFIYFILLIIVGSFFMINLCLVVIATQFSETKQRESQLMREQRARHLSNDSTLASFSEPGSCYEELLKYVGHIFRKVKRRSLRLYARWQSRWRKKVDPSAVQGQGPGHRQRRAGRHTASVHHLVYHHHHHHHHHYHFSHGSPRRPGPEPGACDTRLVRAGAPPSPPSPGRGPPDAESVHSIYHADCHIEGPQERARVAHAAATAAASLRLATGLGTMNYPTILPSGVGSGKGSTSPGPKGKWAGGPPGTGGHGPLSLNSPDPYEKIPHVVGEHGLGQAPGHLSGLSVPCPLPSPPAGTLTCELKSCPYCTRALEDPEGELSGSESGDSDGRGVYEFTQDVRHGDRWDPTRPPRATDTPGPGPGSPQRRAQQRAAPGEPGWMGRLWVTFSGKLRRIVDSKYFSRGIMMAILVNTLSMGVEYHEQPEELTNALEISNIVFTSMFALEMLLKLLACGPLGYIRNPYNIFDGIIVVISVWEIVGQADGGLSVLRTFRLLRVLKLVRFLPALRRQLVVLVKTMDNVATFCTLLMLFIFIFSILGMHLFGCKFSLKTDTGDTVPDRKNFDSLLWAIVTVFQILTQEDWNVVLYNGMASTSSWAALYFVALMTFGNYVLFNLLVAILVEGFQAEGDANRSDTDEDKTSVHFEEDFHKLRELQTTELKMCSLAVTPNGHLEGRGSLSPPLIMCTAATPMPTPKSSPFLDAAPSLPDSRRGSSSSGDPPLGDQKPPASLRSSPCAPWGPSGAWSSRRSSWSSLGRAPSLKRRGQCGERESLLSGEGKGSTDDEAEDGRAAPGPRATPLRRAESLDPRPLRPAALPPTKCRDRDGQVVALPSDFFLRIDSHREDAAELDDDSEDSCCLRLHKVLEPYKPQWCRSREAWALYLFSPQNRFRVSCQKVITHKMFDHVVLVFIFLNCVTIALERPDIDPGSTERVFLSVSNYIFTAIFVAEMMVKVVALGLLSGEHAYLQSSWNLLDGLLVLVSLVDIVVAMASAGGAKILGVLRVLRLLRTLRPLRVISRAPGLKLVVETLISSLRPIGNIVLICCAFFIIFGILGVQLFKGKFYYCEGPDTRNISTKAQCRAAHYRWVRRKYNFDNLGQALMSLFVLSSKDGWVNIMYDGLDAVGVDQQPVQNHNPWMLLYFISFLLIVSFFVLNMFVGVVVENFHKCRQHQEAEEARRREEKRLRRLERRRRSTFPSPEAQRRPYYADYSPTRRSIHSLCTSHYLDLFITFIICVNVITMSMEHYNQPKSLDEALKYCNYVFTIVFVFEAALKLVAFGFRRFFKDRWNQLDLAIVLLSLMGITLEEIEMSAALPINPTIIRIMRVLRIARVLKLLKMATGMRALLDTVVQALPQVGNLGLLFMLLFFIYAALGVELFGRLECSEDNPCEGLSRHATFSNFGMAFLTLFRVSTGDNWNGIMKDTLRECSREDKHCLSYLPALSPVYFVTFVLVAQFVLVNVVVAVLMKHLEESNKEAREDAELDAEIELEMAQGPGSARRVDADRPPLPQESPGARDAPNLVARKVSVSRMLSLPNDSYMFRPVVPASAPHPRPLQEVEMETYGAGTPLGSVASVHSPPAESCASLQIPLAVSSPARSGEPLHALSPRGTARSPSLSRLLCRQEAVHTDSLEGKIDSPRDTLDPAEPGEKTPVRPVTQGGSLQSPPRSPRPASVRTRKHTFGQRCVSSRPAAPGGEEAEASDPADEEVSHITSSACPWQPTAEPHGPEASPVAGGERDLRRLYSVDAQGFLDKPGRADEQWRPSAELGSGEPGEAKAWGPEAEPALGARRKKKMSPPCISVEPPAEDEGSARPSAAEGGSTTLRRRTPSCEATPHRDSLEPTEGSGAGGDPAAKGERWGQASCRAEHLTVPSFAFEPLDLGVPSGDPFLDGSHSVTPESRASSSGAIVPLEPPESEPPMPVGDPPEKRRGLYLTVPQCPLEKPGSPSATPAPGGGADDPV
# * marks the source's active call; other numbers are inactive results. Not all compounds are listed; count on the stated rates, not on these rows.
entry	SMILES	Cav3 T inh
1	CCCOc1cc2c(C#N)c(N3CCCC3)nc(N)c2c(N)n1	0.66
2	CCN(CC)C(=O)CSc1nnc(-c2cc3ccccc3cc2O)n1CC	0.55
3	CCOc1ccc(OCc2ccc(C(=O)NCC3CCCO3)o2)cc1 (configuration not stated)	0.13
4	CCc1ccc(NC(=O)CN2CCc3ccccc3C2)cc1	-3.5
5	COc1ccc(/C=C/C(=O)NNc2c(F)c(F)cc(F)c2F)cc1OC	-0.25
6	O=c1n(-c2ccccc2)c(=O)n2n1CCCC2	0.38
7	CCCCN1C(=O)C(=O)NC[C@@H]1C(C)CC (some centres not stated)	0.29
8	COc1ccccc1-c1nc2n(n1)C(c1ccc(Cl)cc1)C(C(N)=O)=C(C)N2 (configuration not stated)	-0.21
9	CS(=O)(=O)CCC(C(=O)N1CCOCC1)N1C(=O)c2cc(Cl)c(Cl)cc2C1=O (configuration not stated)	-0.67
10	CCCCC(=O)Nc1cccc(NC(=O)CC)c1	-0.082
11	COC/C=C/C1=CC2=CC(=O)C(C)(OC(=O)c3ccco3)C(=O)C2=CO1 (configuration not stated)	0.71
12	CCCc1cc(N2CCCC(C(=O)Nc3c(OC)cccc3OC)C2)n2ncnc2n1 (configuration not stated)	2.4
13	CCOC(=O)C1=C(C)OC(N)=C(C#N)C1C1CCCCC1 (configuration not stated)	0.2
14	CC(=O)Nc1ccc2c(c1)C(=O)N(c1ccc(C)cc1)C2=O	-0.088
15	CC(NC(=O)Nc1cccc([N+](=O)[O-])c1)(C(F)(F)F)C(F)(F)F	-4.9*
16	CC1(C)CC(=O)C(C=NCCN2CCN(C(=O)CC3CCCC3)CC2)=C(O)C1	0.47
17	C[C@@H]1CC=C[C@H]2[C@H]1C(=O)N(Cc1ccccc1)[C@H]2c1cccc([N+](=O)[O-])c1	-0.57
18	COc1ccc(CCNc2oc(-c3ccc(C)cc3)nc2C#N)cc1OC	-1.1
19	CN(CC(=O)NCc1cccs1)S(=O)(=O)c1cccc2cccnc12	-0.06
20	CCCC(=O)Nc1nc2ccc(NC(=O)c3cccnc3)cc2s1	-0.39
21	CCCN(CCC)C1CC(=O)N(Cc2ccccc2)C1=O (configuration not stated)	-0.17
22	COC(=O)c1cc(NC(=O)C2C3C=CC(C3)C2C(=O)O)cc(C(=O)OC)c1 (configuration not stated)	0.22
23	O=C(COc1ccccc1)N1CCN(C(=O)c2cccc(F)c2)CC1	-0.032
24	COc1ccc(S(=O)(=O)N2CCN(C(=O)COc3ccc4c(C)cc(=O)oc4c3)CC2)cc1	1.2
25	COc1ccc(CCn2c(N3CCOCC3)nc3c2c(=O)[nH]c(=O)n3C)cc1	0.39
26	Cc1ccccc1NS(=O)(=O)c1ccc(C)c(C(N)=O)c1	0.0014
27	CC(C)CN(CC(C)C)S(=O)(=O)N1CCC(C(=O)NCc2ccc(F)cc2)CC1	-2.9
28	CCOC(=O)c1cnc(SCC(=O)c2ccc(C)cc2)nc1N	-0.25
29	COCc1cc(C)nc(SCC(=O)c2ccc(O)c(O)c2)c1C#N	-0.47
30	Cc1c(C(=O)OC(C)C)[nH]c2c1C(=O)CCC2	0.39
31	CC(c1cccnc1)N(CCN(C)C)C(=O)Nc1ccc(Cl)c(Cl)c1 (configuration not stated)	0.038
32	COc1ccccc1NC(=O)c1ccc(COc2ccccc2OC)o1	0.21
33	CCOc1ccccc1CNCCO	-0.26
34	COc1cc(NC(=O)C2CCCO2)c(C(=O)O)cc1OC (configuration not stated)	0.71
35	O=C1CN(C(=O)COc2ccccc2)CCN1	1.1
36	O=C(NC1CCN(Cc2ccccc2)CC1)C1CCN(c2nnc(-n3cccc3)s2)CC1	1.5
37	CNC(=O)c1cccc(N2CCCC2=O)c1	0.33
38	Cc1onc(-c2ccccc2)c1C(=O)NCc1ccccn1	-0.66
39	O=C(c1cc(-c2ccccc2O)on1)N1CCCC1	0.4
40	Fc1cc(F)c(F)c(SCCc2ccncc2)c1F	0.22
41	Cn1c(=O)c2c(ncn2CC(=O)OCc2ccccc2)n(C)c1=O	0.15
42	Cc1[nH]c2ccccc2c1C(O)CN1CCN(c2cccc(C(F)(F)F)c2)CC1 (configuration not stated)	-1.2
43	CCn1nnc(-c2ccccc2NC(=O)c2cc(OC)cc(OC)c2)n1	-0.03
44	CCCCCCOC(=O)NCC(O)c1ccccc1 (configuration not stated)	-0.82
45	CCOc1ccc(S(=O)(=O)Nc2ccc(Cl)cn2)c(C)c1C	-0.26

# Three of these compounds, reformatted.
39	O=C(c1cc(-c2ccccc2O)on1)N1CCCC1
  Cav3 T inh: 0.4
40	Fc1cc(F)c(F)c(SCCc2ccncc2)c1F
  Cav3 T inh: 0.22
41	Cn1c(=O)c2c(ncn2CC(=O)OCc2ccccc2)n(C)c1=O
  Cav3 T inh: 0.15

# Following part:
entry	SMILES	Cav3 T inh
46	CC(C)C(OC(=O)c1ccco1)C(=O)NCc1ccco1 (configuration not stated)	1
47	Cn1c(=O)c2c(ncn2CC(=O)NCc2cccnc2)n(C)c1=O	0.28
48	COc1ccc(CCNS(=O)(=O)c2ccccc2)cc1OC	0.42
49	CC(=O)c1cccc(NC(=O)N2CCCC2C(=O)NCCc2ccccc2)c1 (configuration not stated)	0.011
50	CCN1CCN(Cc2ccc(NC(=O)Nc3ccccc3)cc2)CC1	1.8
51	CC[C@H](C)C1NC(=O)[C@H](CC(=O)O)NC(=O)c2cc([N+](=O)[O-])cc(I)c2NCCC(C(N)=O)NC1=O (some centres not stated)	0.014
52	O=C(CCCn1c(=S)[nH]c2cc3c(cc2c1=O)OCO3)N1CCN(c2ncccn2)CC1	0.58
53	Cc1ccc(Cn2nnc3c(=O)n(CC(=O)N4CCCCC4)cnc32)cc1	0.25
54	COc1ccccc1C/C(N)=N/OC(=O)COc1ccc(C)cc1C	-1.9
55	COc1cccc(C2C(C(=O)Nc3cccnc3)=C(C)Nc3nnnn32)c1OC (configuration not stated)	0.24
56	O=c1oc(-c2cccc(S(=O)(=O)N3CCOCC3)c2)nc2ccccc12	1.2
57	O=C(O)c1ccc(C(=O)c2ccc3c(c2)C(=O)N(Cc2ccco2)C3=O)cc1	1.4
58	CNC(C)C#Cc1ccc2c(=O)c3ccccc3oc2c1 (configuration not stated)	0.24
59	O=S(=O)(NCCc1ccccc1F)c1cccc(S(=O)(=O)N2CCOCC2)c1	0.27
60	CC(=O)c1cccc(NC(=O)CN2C(=O)C3C4C=CC(C4)C3C2=O)c1 (configuration not stated)	0.75
61	CC(C)Nc1ncnc2c1cnn2-c1ccccc1	0.14
62	COc1cc2cccc(OC)c(=O)c2c(OC)c1OC	0.00095
63	COc1cccc(/C=C2\N=C(SC)SC2=O)c1OC	0.22
64	CCOc1ccc(C(=O)c2cc([N+](=O)[O-])ccc2Cl)cc1	-1.1
65	O=C1CC(c2ccco2)=Nc2ccccc2N1	0.65
66	CN1CCN(C(=S)Nc2ccc(Cl)cc2Cl)CC1	0.89
67	CCn1c(SCC(=O)N2CCN(c3ccccc3)CC2)nnc1-c1cc2cc(Cl)ccc2o1	0.18
68	CC1=C(C)NC(=S)SC1	-0.063
69	CC1=C(C#N)C(=O)N(C)C(C)(C)C1	0.11
70	CO/N=C(/c1nonc1N)N1CCN(c2ccc([N+](=O)[O-])cc2)CC1	-0.052
71	COc1cc(-c2nnc(SCC(=O)OC3CCCCC3)o2)cc(OC)c1OC	-2.3
72	CSC1=NC2C(N1)N(C)C(=O)N2C (configuration not stated)	0.41
73	Cc1cc(NC(=O)CCC(=O)N(c2ccccc2)C(C(=O)NC2CCCC2)c2cccs2)no1 (configuration not stated)	-1.2
74	CC(C)OC(=O)c1c(NC(=O)c2ccco2)sc2c1CCCCC2	-1
75	CNc1oc(-c2ccc(C)cc2)nc1P(=O)(c1ccccc1)c1ccccc1	-4.3*

# Look-ups from the results shown:
# Under Cav3 T inh, `CC1=C(C#N)C(=O)N(C)C(C)(C)C1` has the entry 0.11
# Under Cav3 T inh, `CC(C)Nc1ncnc2c1cnn2-c1ccccc1` has the entry 0.14
# Under Cav3 T inh, `CC1=C(C)NC(=S)SC1` has the entry -0.063
# Under Cav3 T inh, `COc1cc(-c2nnc(SCC(=O)OC3CCCCC3)o2)cc(OC)c1OC` has the entry -2.3
# Under Cav3 T inh, `O=C1CC(c2ccco2)=Nc2ccccc2N1` has the entry 0.65
# Under Cav3 T inh, `CO/N=C(/c1nonc1N)N1CCN(c2ccc([N+](=O)[O-])cc2)CC1` has the entry -0.052
# Under Cav3 T inh, `CSC1=NC2C(N1)N(C)C(=O)N2C` (configuration not stated) has the entry 0.41

# Next part:
entry	SMILES	Cav3 T inh
76	O=C(COc1ccc(Cl)cc1)OCC(=O)N1CCCCCC1	1.1
77	CCCN1CCC(N2CCN(c3cccc(C(F)(F)F)c3)CC2)CC1	-0.83
78	CC(NC(=O)c1ccccc1NS(C)(=O)=O)c1ccccc1 (configuration not stated)	-0.81
79	O=C(N/N=C/c1cccnc1)C(O)(c1ccccc1)c1ccccc1	0.46
80	CC1=CC(C)(C)Nc2ccc(OC(=O)c3ccco3)cc21	0.067
81	S=c1[nH]ncn1/N=C/c1ccccc1	0.35
82	Cc1ccc(CCSCC(=O)O)cn1	1.5
83	CC(C)CCN1C(=O)CCC1(C)C(=O)NC1CCCCCC1 (configuration not stated)	0.042
84	CCOC(=O)C1CCN(C(=O)c2cccc(C(=O)N3CCC(C(=O)OCC)CC3)c2)CC1	-1.3
85	Cc1cc(C(=O)NCc2ccc(S(N)(=O)=O)cc2)c(C)o1	-0.83
86	Cc1cccc(NC(=S)NCc2ccc3c(c2)cc(C)n3C)c1C	-3.2
87	CC(=O)Nc1ccc2c3c(cccc13)CC2	0.61
88	Cc1cc(NC(=S)Nc2ccccc2)ccc1Br	-0.73
89	O=C(NCc1ccco1)c1cccc2ccccc12	-0.44
90	COc1ccccc1N1CCN(CCCCN2C(=O)c3ccccc3C2=O)CC1	-0.38
91	CCCCC(=O)Nc1sc2c(c1C(N)=O)CCC2	0.91
92	N/C(=N\OC(=O)Cc1ccccc1)c1cccnc1	0.42
93	Cn1c(SCc2ccc(Br)cc2)nnc1-c1cccs1	-0.74
94	N#CCSc1nnc(-c2ccccc2O)n1Cc1ccccc1	0.14
95	Cc1cccc(OCCCC(=O)Nc2ccc(N3CCCCC3)cc2)c1	-0.44
96	CC(=O)N1CCN(S(=O)(=O)c2cccc(C(=O)Nc3ccc4c(c3)CCC4)c2)CC1	-0.12
97	Cc1c(Cl)cccc1NC(=O)c1cccc(NC(=O)CCC(=O)O)c1	0.56
98	C/C=C/C=C\C(=O)Nc1cccc(C2=NOC3(C2)C[C@H](C(N)=O)N(C(=O)CC#N)C3)c1 (some centres not stated)	0.51
99	Cc1cccc(/C(N)=N/OC(=O)CCc2ccccc2)c1	0.025
100	CCCC[C@@H]1CNC(=S)N1CCc1cccc(F)c1	-0.83
101	Cc1c(C(=O)N2CCN(Cc3ccccc3)CC2)sc2ncnc(N3CCOCC3)c12	0.61
102	O=C(CCn1c(=O)oc2ccccc21)NCc1ccc2c(c1)OCO2	0.34
103	COc1cc(C(=O)N[C@H](C(=O)NC2CCCCCC2)C(C)C)cc(OC)c1OC	0.79
104	O=C(CN1CCOc2ccccc21)NCc1cccs1	0.77
105	CC(Cc1ccccc1)C(=O)NCc1ccncc1 (configuration not stated)	0.023
106	COc1ccccc1N1CCN(CC(=O)Nc2cc(F)ccc2C)CC1	-3.7
107	O=C(/C=N/O)Nc1cccnc1	-0.29
108	CC1(C(=O)NC(=S)N(CCC#N)c2ccccc2)CC1(Cl)Cl (configuration not stated)	0.25
109	COc1ccc(CC2C(=O)OC(C)(C)OC2=O)cc1	0.21
110	O=C(CCC(=O)c1cccs1)NCc1ccc(F)cc1	0.37
111	NS(=O)(=O)c1ccc(CCNC(=O)C2CCCCC2)cc1	1.2
112	Cc1cc(C)cc(N(C(=O)Cn2nnc3ccccc32)C(C(=O)NCc2ccco2)c2ccncc2)c1 (configuration not stated)	-0.013
113	COc1ccccc1C(=O)NCCc1nc2ccccc2n1C	1.5
114	CCOC(=O)c1cnc2cc(-c3ccc(C)cc3)nn2c1-c1ccccc1	0.53
115	N/C(COc1ccccc1)=N\NC(=O)c1cccnc1Oc1ccccc1	0.13
116	Cc1cc(C(F)(F)F)nn1Cc1n[nH]c(=S)n1Cc1ccccc1	-0.21
117	CCc1cc2c(-c3ccccc3)cc(=O)oc2c(CN2CCOCC2)c1O	-8.7*
118	Cc1ccc(S(=O)(=O)c2nc(-c3ccco3)oc2SCC(=O)NCC2CCCO2)cc1 (configuration not stated)	0.27
119	Cc1ccc(OCC(=O)N2CCN(C(=O)c3cccnc3)CC2)cc1	0.23
120	CCCNC(=O)C(Cc1ccccc1)NS(=O)(=O)c1ccc2c(c1)CCC(=O)N2 (configuration not stated)	-0.77
121	CCOc1ccc(N2C(=O)CC(N3CCOCC3)C2=O)cc1 (configuration not stated)	1.4
122	COc1cc2[nH]c(=O)c(C(=O)NCCCN3CCCCC3)c(O)c2cc1OC	1.3
123	CCO[C@H]1OC(C(=O)Nc2ccccc2)=C[C@@H](c2ccc(C(F)(F)F)cc2)[C@@H]1CCCO	-2.1
124	O=C(O)CC1C(=O)NCCN1CCCc1ccccc1 (configuration not stated)	-0.17
125	COc1ccccc1-n1c(SCC(=O)NC(C)(C)C)nnc1-c1ccco1	0.14
126	Cc1ccc(NS(=O)(=O)c2ccc(OCC(=O)Nc3cccc([N+](=O)[O-])c3)c(C)c2)cc1	-0.69
127	Cc1nc2nc[nH]c2cc1Br	-0.44
128	C#Cc1ccc2c(c1)COc1c3ccccc3nn1-2	-0.052
129	Cc1ccc2cc(C(c3nnnn3C3CCCC3)N3CCN(c4ccc(F)cc4)CC3)c(=O)[nH]c2c1 (configuration not stated)	-5.3*
130	COc1ccc2cc(C(c3nnnn3Cc3ccccc3)N3CCCCCC3)c(=O)[nH]c2c1 (configuration not stated)	0.67
131	Cc1ccn2cc(-c3nonc3C)cc2c1	0.016
132	CCN(C(=O)COC(=O)c1c(-c2ccccc2)noc1C)C1CCS(=O)(=O)C1 (configuration not stated)	-0.89
133	CC(Sc1nc2ccccc2s1)C(=O)Nc1nnc(C(C)C)s1 (configuration not stated)	-4.6

# No new results follow: entries from further up.
entry	SMILES	Cav3 T inh
10	CCCCC(=O)Nc1cccc(NC(=O)CC)c1	-0.082
11	COC/C=C/C1=CC2=CC(=O)C(C)(OC(=O)c3ccco3)C(=O)C2=CO1 (configuration not stated)	0.71
